Bioassay records: PubChem BioAssay, Center for Chemical Genomics, University of Michigan
Dicer inh = inhibitors of human Dicer processing of pre-microRNA | 47,000 tested, 6% active | AID 1347074 | cat-ELCCA pre-miR-21 Dicer processing, chemiluminescence; stronger effect = higher value | Q9UPY3 | z-score at 25 µM; in the data active = z-score above about 3, passing the limit was not always enough;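 note: plate controls were vehicle for no effect and no enzyme for full effect; higher signal means more uncleaved substrate so more Dicer inhibition; strong numbers were not always called active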
Target sequence (Q9UPY3 whole entry, looked up): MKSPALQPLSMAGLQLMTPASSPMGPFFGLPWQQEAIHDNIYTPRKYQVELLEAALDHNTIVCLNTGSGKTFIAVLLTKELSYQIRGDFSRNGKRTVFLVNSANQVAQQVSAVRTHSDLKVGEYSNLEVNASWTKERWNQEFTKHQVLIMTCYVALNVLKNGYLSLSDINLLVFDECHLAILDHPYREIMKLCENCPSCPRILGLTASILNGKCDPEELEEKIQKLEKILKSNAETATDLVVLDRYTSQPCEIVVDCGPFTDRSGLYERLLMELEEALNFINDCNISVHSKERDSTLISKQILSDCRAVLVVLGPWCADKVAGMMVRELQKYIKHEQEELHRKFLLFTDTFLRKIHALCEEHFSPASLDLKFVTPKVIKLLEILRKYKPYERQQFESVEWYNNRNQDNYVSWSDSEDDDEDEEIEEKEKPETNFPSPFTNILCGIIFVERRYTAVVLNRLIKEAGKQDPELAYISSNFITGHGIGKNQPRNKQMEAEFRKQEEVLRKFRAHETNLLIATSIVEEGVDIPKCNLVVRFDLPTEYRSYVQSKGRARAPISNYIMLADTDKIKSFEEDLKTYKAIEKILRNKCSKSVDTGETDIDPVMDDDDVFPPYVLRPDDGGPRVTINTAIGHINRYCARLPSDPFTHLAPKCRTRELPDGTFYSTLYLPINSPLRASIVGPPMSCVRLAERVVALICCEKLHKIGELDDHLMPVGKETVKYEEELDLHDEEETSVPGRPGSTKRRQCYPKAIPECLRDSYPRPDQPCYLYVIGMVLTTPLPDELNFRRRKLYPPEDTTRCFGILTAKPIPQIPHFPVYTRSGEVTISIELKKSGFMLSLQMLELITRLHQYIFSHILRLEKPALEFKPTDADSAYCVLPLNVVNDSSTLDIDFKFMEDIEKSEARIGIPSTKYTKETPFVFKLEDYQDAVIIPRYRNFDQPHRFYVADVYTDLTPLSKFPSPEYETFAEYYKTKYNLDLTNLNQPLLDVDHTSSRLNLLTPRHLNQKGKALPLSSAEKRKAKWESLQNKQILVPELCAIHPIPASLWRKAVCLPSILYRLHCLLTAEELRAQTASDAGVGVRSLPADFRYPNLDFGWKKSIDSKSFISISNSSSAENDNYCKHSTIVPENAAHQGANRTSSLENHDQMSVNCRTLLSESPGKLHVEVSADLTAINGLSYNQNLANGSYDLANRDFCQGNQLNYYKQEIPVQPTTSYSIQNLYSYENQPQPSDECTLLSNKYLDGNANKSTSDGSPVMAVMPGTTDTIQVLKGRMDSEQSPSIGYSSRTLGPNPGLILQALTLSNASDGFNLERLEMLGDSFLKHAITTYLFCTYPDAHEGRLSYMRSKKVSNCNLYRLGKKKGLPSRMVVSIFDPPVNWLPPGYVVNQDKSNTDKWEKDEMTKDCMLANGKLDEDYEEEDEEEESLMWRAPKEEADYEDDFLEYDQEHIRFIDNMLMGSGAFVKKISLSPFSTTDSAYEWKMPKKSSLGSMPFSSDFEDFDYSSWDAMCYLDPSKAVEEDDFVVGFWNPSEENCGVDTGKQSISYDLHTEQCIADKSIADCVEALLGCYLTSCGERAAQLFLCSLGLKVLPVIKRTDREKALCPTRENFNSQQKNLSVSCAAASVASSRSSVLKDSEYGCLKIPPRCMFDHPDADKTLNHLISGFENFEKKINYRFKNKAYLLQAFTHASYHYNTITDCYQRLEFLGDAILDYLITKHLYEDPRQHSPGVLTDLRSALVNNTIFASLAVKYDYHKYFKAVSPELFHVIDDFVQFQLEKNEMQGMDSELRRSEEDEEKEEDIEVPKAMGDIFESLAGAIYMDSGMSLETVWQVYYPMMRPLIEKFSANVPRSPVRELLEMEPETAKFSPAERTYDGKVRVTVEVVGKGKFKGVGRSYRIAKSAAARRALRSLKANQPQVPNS
An asterisk follows results filed as active. Some of the compounds tested. The share of hits here may be higher or lower than overall.

mol	Dicer inh
COC(=O)C1CCC(C)(C(=O)O)C1(C)C (stereo not given)	0.99
CCn1c(=O)n(CC)c2cc3nc4c(nc3cc21)C(=O)c1ccccc1-4	0.82
Cc1cccc(N2C(=O)C3C(c4ccccc4)OC4(C(=O)c5ccccc5C4=O)C3C2=O)c1C (stereo not given)	-1.46
Cc1cccc(NC2=NC(c3cccnc3)n3c(nc(C)cc3=O)N2)c1 (stereo not given)	-0.45
Nc1nc2c(c(=O)[nH]1)C(c1cc(Br)ccc1F)CC(=O)N2 (stereo not given)	-1.12
O=C(c1ccc(N2CCOCC2)nc1)N1CCOCC1	0.43
Cc1nnc(Nc2cccc(F)c2)s1	-0.38
Clc1ccc(OCCN2CCNCC2)cc1	-0.04
O=C(C1=NN(c2ccccc2)C2(C(=O)c3ccccc3C2=O)C1c1ccc(Cl)cc1)c1ccccc1 (stereo not given)	2.32
COC(=O)c1scc2c(Oc3ccc(Cl)cc3)cc(C(F)(F)F)nc12	-1.15
COC(=O)c1c(C)nn(C(C)=O)c1COc1ccccc1	-0.24
CCOC(=O)C1C(=O)C=C(c2cccs2)CC1c1ccc(OC)c(OC)c1Cl (stereo not given)	0.68
Cc1ccc(SCc2nc3sccn3c2Br)cc1	-0.79
Cc1c(-c2ccccc2)nnn1-c1ccc(F)c(Cl)c1	-0.21
COc1cccc2c1OC(c1cccc(F)c1)N1N=C(c3ccccc3O)CC21 (stereo not given)	6.97*
N/C(=N\OC(=O)c1ccc(Cl)cc1)C1CSCCS1 (stereo not given)	-1.2
CN=C1NC(=O)CC(C(=O)Nc2ccc(F)cc2)S1 (stereo not given)	2.35
O=C(CN1C(=O)c2cccc3cccc1c23)Nc1cccc(F)c1	0.09
O=C(O)CSc1nnc2nnc3ccccc3n12	-1.4
CCOC(=O)c1c(NC(=O)CC)sc2c1CCC(C(C)(C)C)C2 (stereo not given)	-1.32

Next part
mol	Dicer inh
O=C(Nc1ccc([N+](=O)[O-])cc1Cl)c1cc(Cl)ccc1O	-0.13
Cn1nc(CC(=O)O)c2ccccc2c1=O	2.21
NNC(=O)CSc1ncnc2sc3c(c12)CCCC3	-0.2
Cc1ccc(-c2cn3c(n2)SCC3)cc1	-0.69
Cn1c(=O)c2c(nc3n(-c4ccccc4N)c(-c4ccc(Cl)cc4)cn23)n(C)c1=O	-1.07
COc1ccc(OC)c2c(C)cc(N3CCCC3)nc12	-0.92
COC(=O)CCCC[C@H]1SC[C@H]2NC(=O)N[C@]21O	1.81
S=C(NCc1ccco1)N/N=C1\CSCc2ccccc21	-2.54
Cc1ccc(C=C2C(=O)OC(C)(C)OC2=O)o1	-0.86
Cc1ccc(C2CC(=O)c3cnc(N4CCN(c5ccccn5)CC4)nc3C2)cc1 (stereo not given)	-1.35
C=CCn1c(Sc2c3c(c(C#N)c4nc5ccccc5n24)CCCC3)nnc1-c1ccccc1	-0.95
O=C(/C=C1\OC(=O)c2ccccc21)Oc1cc(Cl)cc(Cl)c1	0.8
N/C(=N\OC(=O)c1cccc(C(F)(F)F)c1)C1CSCCS1 (stereo not given)	-0.92
CC1CCN(C(=O)CN2C(=O)c3cccc4cccc2c34)CC1	-1.72
CCOC(=O)c1cc2cc(OCc3ccccc3)ccc2[nH]1	-0.59
Cc1cc(=O)[nH]c(/N=C(\N)Nc2ccc(F)cc2F)n1	-0.36
O=C1/C(=C\c2cccs2)SC(=S)N1c1ccc(S(=O)(=O)Nc2nccs2)cc1	-1.86
CCCCCC1(C(=O)OCC)CC(C)(c2csc(N)n2)OC1=O (stereo not given)	-0.97
Cc1c(Cl)cc(F)cc1S(N)(=O)=O	1.41
C/C(=N\OC(=O)Nc1ccc(Cl)cc1)c1ccc(F)c(F)c1	0.2

Additional entries
mol	Dicer inh
CCCCCSc1nnc2c(n1)OC(c1ccco1)N(C(C)=O)c1ccccc1-2 (stereo not given)	0.58
COC(=O)C1=C(C)NC(=O)CC1c1ccccc1 (stereo not given)	-1.69
O=C(CSc1nnc(-c2ccco2)c(-c2ccco2)n1)Nc1nc2ccccc2s1	0.02
Cc1cc(C)c2c(N)c(C(=O)NN)sc2n1	-1.33
Cc1cc(NC(=O)c2sc3nc4c(cc3c2N)CCCCCC4)no1	2.18
O=C(NCc1cccnc1)Nc1cccc(NC(=O)NCc2cccnc2)c1F	0.2
CC1CC(=O)Nc2ccccc2N1S(=O)(=O)c1ccc(-c2ccccn2)s1 (stereo not given)	-0.94
C/C(=N\NS(=O)(=O)c1ccccc1)c1cc(-c2ccccc2)no1	-0.73
COC(=O)CCC(=O)c1oc2ccc(Br)cc2c1N	2.54
CC1=NN(C)C(=O)/C1=C/c1c(C)[nH]n(C)c1=O	-6.07
CCc1nnc2sc(-c3ccc(N)cc3)nn12	3.38*
CN1CCN(c2c3c(nc4ccccc24)C2(C)CCC3C2(C)C)CC1 (stereo not given)	1.07
CC1CC(NC(=S)N(C)C)CC(C)(C)C1 (stereo not given)	-0.18
Cc1ccc(S(=O)(=O)Nc2cc(C)c(Br)cc2NS(=O)(=O)c2ccc(C)cc2)cc1	7.15
CC1=C(C(=O)Nc2nc3ccccc3s2)C(c2ccccc2)C2=C(CC(C)(C)CC2=O)N1 (stereo not given)	2.75
COC(=O)c1onc(-c2c(Cl)cccc2Cl)c1C(=O)OC	-1.81
CCN(CC)OC(=O)c1ccc(Oc2ccc(Cl)cc2)c([N+](=O)[O-])c1	1.11
CC(C)NC(=O)c1cnn2c1NC(c1ccc(Br)cc1)CC2C(F)(F)F (stereo not given)	5.83*
Cc1cn2c(nc1=O)OC1[C@@H](O)[C@@H](CO)O[C@H]12 (stereo not given in full)	-0.45
CCOC(=O)C1CCCN(C(=O)Cn2cnc3c2c(=O)n(C)c(=O)n3C)C1 (stereo not given)	7.17*

Next records.
mol	Dicer inh
Cc1cccc2nc(-c3ccno3)oc(=O)c12	1.33
O=S(=O)(Cc1ccccc1)N1CCN(c2ccc(F)cc2)CC1	-0.51
O=c1c2ccccc2c(-c2ccccc2)nn1Cc1ccccc1	-0.65
Cc1ccc([N+](=O)[O-])c(-c2nc3ccccc3c(=O)o2)c1	-0.96
O=C(O)/C=C\C(=O)Nc1ccc(OC(F)(F)F)cc1Br	3.79
COC(=O)c1ccc(Cl)cc1N(Cc1c(F)cccc1Cl)S(C)(=O)=O	-0.22
CCN(C(=O)c1cccc(OC)c1)c1cccc2ccccc12	1.2
O=C(CCN1CCN(c2nccc(C(F)(F)F)n2)CC1)N1CCCN(c2ccc(C(F)(F)F)cn2)CC1	-0.78
CC1CCc2c(sc3ncnc(SC(C)C(=O)O)c23)C1 (stereo not given)	-0.91
CC12CCCCC13NC(=O)CN3c1ccccc12 (stereo not given)	5.44
CC1S/C(=N\C(=O)Nc2ccc(Cl)cc2)NC1=O (stereo not given)	0.28
COC(=O)c1c(C)oc(C)c1S(=O)(=O)N(C)C1CCCCC1	-0.71
COc1ccc(S(=O)(=O)N(CCC#N)C2CCCc3ccccc32)cc1OC (stereo not given)	23.4
CCCC(=O)N(c1ccc2oc(=O)sc2c1)S(=O)(=O)c1ccc(OCC)cc1	-0.94
CCOC(=O)CC(=O)c1[nH]c(C)c(C(=O)OCC)c1C	-0.88
N#Cc1cn(-c2cccc(C(F)(F)F)c2)c(=O)n(Cc2ccc(Cl)cc2)c1=O	0.95
c1ccc2cc3[nH]c(CN4CCOCC4)nc3cc2c1	-0.55
OC(CN1CCC(Cc2ccc(F)cc2)CC1)c1ccc(Cl)cc1 (stereo not given)	-0.93
CS(=O)c1scc(-c2cccc(C(F)(F)F)c2)c1C#N (stereo not given)	6.64
CCOC(=O)CSc1n[nH]c(N)n1	-1.35

(next part)
molecule,Dicer inh
O=C(Cn1c(=O)sc2ccccc21)OCc1ccccc1,-0.01
CCCCOc1ccc(S(=O)(=O)N2CCC(C)CC2)cc1,-0.07
S=C(Nc1ccc2c(c1)CCC2)N1CCSCC1,-0.98
Cc1ccc(C2C3=C(CC(c4ccc(Cl)cc4)CC3=O)Nc3ncnn32)cc1 (stereo not given),0.34
Cc1c(CNC(=O)c2cnn3c(C(F)(F)F)cc(-c4ccc(Br)cc4)nc23)cnn1C,2.04
CCCCCOC(=O)C1=C(C)NC2=C(C(=O)CC(C)(C)C2)C1c1ccccc1OCC (stereo not given),-3.85
S=C(Nc1ccccc1)Nc1nccs1,0.9
CCn1nccc1C(=O)Nc1ccc(Cl)cn1,0.71

New compounds follow
molecule,Dicer inh
O=S(=O)(c1cc(Br)c(Cl)s1)N1CCOCC1,21.8
CCOC(=O)N1CCN(CC(O)COCc2ccc3c(c2)OCO3)CC1 (stereo not given),3.24*
O=c1[nH]c2c(=O)[nH]c(=S)[nH]c2nc1/C=C(\O)c1ccccc1,-4.2
Cc1ccccc1CNCC1CCCO1 (stereo not given),0.52
C=CCSc1nnc2c(n1)OC(c1ccccn1)N(C(C)=O)c1ccccc1-2 (stereo not given),0.51
COc1ccc(Br)c(C(=O)c2nnn3c2nc(N)c2c(Cl)cccc23)c1,-0.53
O=C(O)c1cc([N+](=O)[O-])ccc1NCCc1ccccc1,1.24
O=C(Nc1sc2c(c1C(=O)Nc1ccc(Br)cc1)CCCCC2)c1ccco1,1.97

Further results:
molecule,Dicer inh
O=C(CC1Sc2ccccc2NC1=O)NNC(=O)c1ccc(Cl)cc1 (stereo not given),-3.11
C/C(=C\c1ccc(Br)s1)[N+](=O)[O-],-0.22
C/C(=N/OC(=O)Nc1ccccc1C)c1ccc2c(c1)CCO2,1.98
Cc1c(C(=O)O)cc(C(C)(C)C)n1-c1ccccc1,0.95
O=C(c1ccc2c(c1)OCCO2)N1CCCCC1,-0.4
CCOc1ncnc2c1nnn2Cc1ccccc1Cl,0.1
COC(=O)c1cc(C#N)c(C)nc1Sc1nccn1-c1cc(Cl)ccc1Cl,-1.68
CC(C)(C)NC(=S)N/N=C\c1[nH]ncc1Cl,4.97*

The list continues.
molecule,Dicer inh
O=C(O)CCCCCCCC(=O)c1ccccc1,-2.37
CCOc1ccc2nc(Nc3ncc4c(n3)CC(c3cccs3)CC4=O)nc(C)c2c1 (stereo not given),0.78
COc1ccc(C(=O)/C=C2\SC(=O)C(=O)N2c2ccccc2)cc1,-0.89
O=C(CSc1nnc(-c2ccc(Cl)cc2)o1)Nc1nnc(-c2ccco2)s1,-0.5
Cc1[nH]c2ccccc2c1C(=O)CN1CCN(Cc2ccc3c(c2)OCO3)CC1,3.34*
O=C(O)C1C2C=CC(O2)C1C(=O)NCc1ccccn1 (stereo not given),1.79
N=C=C(N=O)S(=O)(=O)c1ccc(Cl)cc1,2.79
Cc1cn(CCC(=O)Nc2nn(C)c3cccc(F)c23)c2ccccc12,0.42

Carrying on:
molecule,Dicer inh
N/C(=N\S(=O)(=O)c1cc(C(F)(F)F)cc(C(F)(F)F)c1)N1CCSCC1,5.54*
Cc1ccc(OCc2ccccc2)cc1[N+](=O)[O-],-0.77
Cc1cc(C)c(NC(=S)NN=C2CCCCCC2)c(C)c1,-0.04
COC(=O)C1=C(C)NC2=C(C(=O)CCC2)C1c1cc([N+](=O)[O-])c(C)s1 (stereo not given),-1.87
COc1ccccc1C1C(C(=O)OC2CCCCC2)=C(C)NC2=C1C(=O)CCC2 (stereo not given),-0.36
Cc1ccc2nc(-c3ccccc3)cn2c1,-2.12
Cc1cc(C)cc(Oc2c(C(F)(F)F)oc3cc(O)ccc3c2=O)c1,0.79
C/C=C(\C)C(=O)NC(=S)NNC(=O)c1ccc(N(C)C)cc1,-1.51

Next section.
molecule,Dicer inh
Cc1ccc(-c2cc(C)nc3nc(N)nn23)cc1,0.9
CC(=O)NC12CC3(C)CC(C)(CC(C)(C3)C1)C2,1.13
CC(C)N1CCC(=O)N(c2ccc3c(c2)CCO3)C1=O,0.14
NC(=O)c1nnc2c3c(-c4ccccc4)c(-c4ccccc4)nnc3nn2c1N,-1.12
COCCN1C(=O)C(=O)/C(=C(/O)c2ccccc2)C1c1ccc(O)c(OC)c1 (stereo not given),-0.86
CCN(CC)c1cccc(NC(C)=O)c1,1.82
COc1ccc(CNc2nc3ccccc3n2C)cc1OC,1.77
CCOC(=O)c1sc(SC)c2c1CCC/C2=N/OC,0.13
Cc1cc(C)nc(N2N=C(C(C)C)CC2=O)n1,-5.92
CCCc1cc(=O)[nH]c(SCc2ccc(C(=O)Oc3ccc(F)cc3F)cc2)n1,-0.37
COc1ccc2ccccc2c1-c1csc(N)n1,-2.02

17 successive entries out of the list so far, quoted:
molecule,Dicer inh
Cc1cn(CCC(=O)Nc2nn(C)c3cccc(F)c23)c2ccccc12,0.42
N/C(=N\S(=O)(=O)c1cc(C(F)(F)F)cc(C(F)(F)F)c1)N1CCSCC1,5.54*
Cc1ccc(OCc2ccccc2)cc1[N+](=O)[O-],-0.77
Cc1cc(C)c(NC(=S)NN=C2CCCCCC2)c(C)c1,-0.04
COC(=O)C1=C(C)NC2=C(C(=O)CCC2)C1c1cc([N+](=O)[O-])c(C)s1 (stereo not given),-1.87
COc1ccccc1C1C(C(=O)OC2CCCCC2)=C(C)NC2=C1C(=O)CCC2 (stereo not given),-0.36
Cc1ccc2nc(-c3ccccc3)cn2c1,-2.12
Cc1cc(C)cc(Oc2c(C(F)(F)F)oc3cc(O)ccc3c2=O)c1,0.79
C/C=C(\C)C(=O)NC(=S)NNC(=O)c1ccc(N(C)C)cc1,-1.51
Cc1ccc(-c2cc(C)nc3nc(N)nn23)cc1,0.9
CC(=O)NC12CC3(C)CC(C)(CC(C)(C3)C1)C2,1.13
CC(C)N1CCC(=O)N(c2ccc3c(c2)CCO3)C1=O,0.14
NC(=O)c1nnc2c3c(-c4ccccc4)c(-c4ccccc4)nnc3nn2c1N,-1.12
COCCN1C(=O)C(=O)/C(=C(/O)c2ccccc2)C1c1ccc(O)c(OC)c1 (stereo not given),-0.86
CCN(CC)c1cccc(NC(C)=O)c1,1.82
COc1ccc(CNc2nc3ccccc3n2C)cc1OC,1.77
CCOC(=O)c1sc(SC)c2c1CCC/C2=N/OC,0.13
